# High-throughput results: PubChem BioAssay, several laboratories
# CIT2 TOR yeast = alters CIT2-GFP fluorescence in TOR pathway yeast screen | S. cerevisiae CIT2-GFP strain, flow cytometry, 3 h; 100 means same as DMSO wells | GFP response vs DMSO, % at 10 µM | 320,000 tested, 0.065% active | AID 2029;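 active = GFP response relative to DMSO above a set limit, near the screen mean plus 3 SD, cut at about 150% in these data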;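 also: ratio of well median GFP fluorescence to mean of DMSO wells on the plate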
# VLA-4 inh = inhibition in a human VLA-4 binding assay | P13612 | VLA-4 expressing cells, ligand binding flow cytometry | inhibition, % (about 7 µM as worked out from the volumes in the protocol) | 330,000 tested, 0.2% active; in the data active = inhibition above about 50%
# MCL1 BIM primary = MCL1-BIM-BH3 interaction inhibition (human); Q07820; GST-MCL1 / FITC-Bim-BH3 fluorescence polarization; inhibition, % at 10.9 µM; 320,000 tested, 0.68% active; AID 2057;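 active = inhibition above the mean inhibition of all tested compounds plus 3 SD, set per campaign, cut at about 40% in these data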;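 also: 0% = DMSO wells and 100% = unlabeled Bim-BH3 peptide control; higher means more loss of mP so more displacement of Bim peptide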
# Bcl-xL primary = blocks human Bcl-xL binding to Bim BH3 peptide. GST-Bcl-xL / FITC-Bim BH3 peptide fluorescence polarization. inhibition, % at 10.9 µM. 320,000 tested, 0.7% active;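 active = inhibition above the mean of all tested compounds plus 3 SD, cutoff set per campaign, cut at about 30% in these data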;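 also: 0% = DMSO wells and 100% = unlabeled Bim-BH3 peptide competitor; inhibitors lower millipolarization by displacing the labeled peptide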
# MEX-5 binding = C. elegans MEX-5 TCR-2 RNA binding activity | Q9XUB2 | MEX-5/FITC-TCR2 RNA binding, fluorescence polarization; hits give low values | activity score (negative = inhibition of binding), % at 10 µM | 300,000 tested, 0.38% active | AID 1832;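 active = inhibition past about -25% in most replicates, and total fluorescence under double the plate's negative control median, limit read from the data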;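 also: 0% = DMSO and -100% = 5 µM competing unlabeled TCR2 RNA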
# Target sequence (Q9XUB2 whole entry, looked up): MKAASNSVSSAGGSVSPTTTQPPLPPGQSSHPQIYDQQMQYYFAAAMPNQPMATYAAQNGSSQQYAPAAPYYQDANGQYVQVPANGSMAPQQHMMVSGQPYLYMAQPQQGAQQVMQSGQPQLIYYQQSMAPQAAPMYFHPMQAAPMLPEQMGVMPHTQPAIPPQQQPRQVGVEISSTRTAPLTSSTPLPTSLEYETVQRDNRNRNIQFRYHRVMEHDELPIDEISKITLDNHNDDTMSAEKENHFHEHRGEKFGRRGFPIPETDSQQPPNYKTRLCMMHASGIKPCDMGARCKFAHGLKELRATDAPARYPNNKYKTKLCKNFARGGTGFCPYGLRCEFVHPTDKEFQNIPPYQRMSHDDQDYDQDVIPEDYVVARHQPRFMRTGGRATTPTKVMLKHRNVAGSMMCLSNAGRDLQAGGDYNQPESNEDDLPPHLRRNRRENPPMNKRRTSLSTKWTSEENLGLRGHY
# AGP1-GFP MLPCN = modulators of TOR pathway AGP1-GFP in S. cerevisiae; S. cerevisiae AGP1-GFP multiplex flow cytometry, 3 h; GFP as percent of DMSO wells; GFP response vs DMSO, % at 10 µM; 320,000 tested, 0.02% active; AID 2066;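 active = GFP response relative to DMSO above a set limit, near screen average plus 3 SD, cut at about 150% in these data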;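 also: median GFP channel fluorescence of the gated AGP1 strain per well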
# GLD-1 TGE inh = GLD-1-TGE RNA interaction inhibition (C. elegans) | purified GLD-1 + fluorescein TGE RNA, fluorescence polarization | 320,000 tested, 0.44% active | Q17339 | AID 2280 | inhibition, % at 5.96 µM;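 active = percent inhibition above a per-plate cutoff, the plate mean of test compounds plus 3 SD, cut at about 30% in these data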;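 also: 0% = DMSO wells with GLD-1 and probe and 100% = wells lacking GLD-1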
# Target sequence (Q17339 whole entry, looked up): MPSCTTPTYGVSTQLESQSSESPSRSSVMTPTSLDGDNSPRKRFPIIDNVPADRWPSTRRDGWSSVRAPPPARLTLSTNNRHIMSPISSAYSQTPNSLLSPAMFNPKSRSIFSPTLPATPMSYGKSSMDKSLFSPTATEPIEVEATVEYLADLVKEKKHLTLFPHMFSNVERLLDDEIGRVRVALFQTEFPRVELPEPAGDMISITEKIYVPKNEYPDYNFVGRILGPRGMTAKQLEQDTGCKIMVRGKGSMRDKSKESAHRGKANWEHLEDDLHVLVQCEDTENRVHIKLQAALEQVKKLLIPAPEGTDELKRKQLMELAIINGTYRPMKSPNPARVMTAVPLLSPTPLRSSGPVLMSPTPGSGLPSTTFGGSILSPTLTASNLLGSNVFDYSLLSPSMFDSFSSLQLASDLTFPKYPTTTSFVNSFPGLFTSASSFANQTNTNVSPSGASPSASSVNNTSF
# GRK2 aptamer HTS = blocks RNA aptamer binding to human GRK2. 330,000 tested, 0.59% active. inhibition of aptamer binding, % at 10 µM. bead flow cytometry, FAM-aptamer displacement from GRK2;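 active = inhibition of aptamer binding above 40%, roughly 3 SD of noise, on plates passing a quality check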;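 also: median bead fluorescence of bound FAM aptamer so fluorescent compounds give negative values; no value below 0 was filed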
# Yeast superoxide = caloric restriction mimetics inhibiting age-related superoxide in yeast; AID 2690; S. cerevisiae aged cells, superoxide DHE fluorescence; hits give low values; 330,000 tested, 0.18% active; superoxide response (% of plate mean), % at 10 µM;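 active = superoxide response under a set limit, about three screen SD below normal, cut at about 65% in these data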;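 also: yeast aged for seven days with compound at 30 °C before DHE staining; 100% = average MFI of all compound-treated wells on the plate with controls excluded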
# * = called active by the depositor; nt = not tested or not shown.
SMILES,CIT2 TOR yeast,VLA-4 inh,MCL1 BIM primary,Bcl-xL primary,MEX-5 binding,AGP1-GFP MLPCN,GLD-1 TGE inh,GRK2 aptamer HTS,Yeast superoxide
COc1ccc(-c2noc(CN(C)C(=O)c3ccco3)n2)cc1,102.1,5.8,0.9,2.4,-0.9,99.1,-5.1,0.0,96.6
COc1ccc(S(=O)(=O)n2ccc(-c3ccc4c(c3)CCC(C)(C)O4)n2)cc1,103.4,4.3,1.7,4.8,0.3,110.6,3.0,3.0,94.1
O=C(CCC(=O)Nc1cccc([N+](=O)[O-])c1)N/N=C/c1cccs1,97.0,-0.5,nt,nt,nt,94.9,nt,3.0,78.3
O=C(CN1C(=O)CNC1=O)Nc1cc(Cl)cc(Cl)c1,103.2,0.0,nt,nt,nt,98.8,2.5,0.0,85.9
O=C(CSc1nnc(CCCN2C(=O)c3cccc4cccc(c34)C2=O)n1-c1ccccc1)NCCCN1CCOCC1,110.1,17.2,5.4,9.2,-1.8,103.7,2.7,0.0,94.3
COc1ccc(N(CC(=O)NC2CCCC2)C(=O)CS(=O)CC(=O)Nc2ccc3c(c2)OCO3)cc1 (centres undefined),89.9,-7.1,10.8,0.8,0.2,95.2,-0.1,2.0,114.3
O=C(NCS(=O)(=O)c1ccccc1)c1ccccc1,94.2,1.2,10.8,9.1,3.5,104.4,5.6,5.0,97.3
N#Cc1ccsc1NC(=O)C1CC(=O)N(Cc2ccccc2)C1 (centres undefined),96.4,-1.2,-14.5,-3.2,2.7,107.4,5.2,0.0,91.6
O=C(CSc1nc(=O)n2cc(Cl)ccc2n1)Nc1ccc2c(c1)OCO2,94.9,-1.6,-2.9,-1.1,-0.9,99.6,-3.7,1.0,97.9
C[N+]1(CC2COC3(CCCCC3)O2)CCCCC1 (centres undefined),98.4,-3.9,-16.5,-10.8,-2.0,98.0,6.4,0.0,90.8
Cc1ccc(NC(=S)N2CCN(Cc3ccccc3)CC2)c(C)c1,100.0,-12.4,10.7,2.1,1.4,99.8,-0.7,0.0,89.9
CC(SCc1ccccc1)C(=O)Nc1ccc(F)cc1 (centres undefined),107.3,-1.4,-0.3,1.3,0.2,105.8,8.2,0.0,96.5
O=C(/C=C/c1ccc(Cl)cc1)c1cccnc1,55.3,14.2,5.7,-0.7,-0.9,40.1,-2.4,3.0,119.0
O=C(CCN1CCOCC1)Nc1cc(C(=O)Nc2ccc(Cl)cc2)ccc1N1CC2CC(C1)c1cccc(=O)n1C2 (centres undefined),103.9,23.2,1.8,9.3,-0.1,103.8,-3.6,0.0,95.6
Cc1nn(CC(=O)NCC2CCCO2)c(=O)c2cc3ccccc3n12 (centres undefined),96.4,5.1,-3.4,-1.4,-7.9,95.8,5.2,1.0,87.1
CCCCC(=O)Nc1nnc(S(=O)(=O)N2CCCCCC2)s1,100.4,-9.3,6.4,3.8,-0.3,104.9,7.4,3.0,92.5
C=CCC(C(=O)OC)(C(=O)OC)c1ccc([N+](=O)[O-])cn1,91.7,-0.2,4.8,3.7,0.7,80.7,-0.7,0.0,115.0
CCCn1c(/N=C/c2c[nH]c3ccccc23)nc2ccccc21,96.2,2.5,82.7*,80.1*,1.2,99.8,40.4*,0.0,94.1
Cc1c(C(=O)O)sc2[nH]c(=O)n(Cc3ccccc3)c(=O)c12,100.0,-5.9,1.0,6.2,-0.4,82.5,-7.8,0.0,82.1
CCSc1nc(N)c2c3c(sc2n1)CCC3,91.0,-22.6,8.1,4.7,0.6,84.0,-6.6,3.0,109.6
COc1cc(NC(=O)/C=C/c2ccccc2)c(C(=O)O)cc1OC,98.1,1.6,6.2,7.1,0.1,98.9,4.7,0.0,141.4
Cc1cccc(-c2cc3c(nn2)-c2ccccc2C3=O)c1,81.0,-4.7,5.1,3.7,-0.8,83.5,-2.2,3.0,141.3
CN(Cc1cnn(Cc2ccccc2)c1)C(=O)CN=C1NS(=O)(=O)c2ccccc21,100.8,2.8,2.8,0.6,nt,109.4,-2.7,1.0,88.7
COCCN(C(=O)CCC(=O)Nc1cc(C)on1)C(C(=O)NC(C)(C)C)c1cccc(OC)c1OC (centres undefined),106.9,5.3,1.8,0.8,-1.8,103.9,1.4,0.0,107.8
CCOc1cc(/C=N/NC(=O)NN(C)c2ncc(C(F)(F)F)cc2Cl)ccc1O,115.7,20.3,3.1,-0.7,4.6,108.6,-4.2,0.0,100.3

# Compounds above that have a thiophene ring, fused or not (4):
SMILES,CIT2 TOR yeast,VLA-4 inh,MCL1 BIM primary,Bcl-xL primary,MEX-5 binding,AGP1-GFP MLPCN,GLD-1 TGE inh,GRK2 aptamer HTS,Yeast superoxide
O=C(CCC(=O)Nc1cccc([N+](=O)[O-])c1)N/N=C/c1cccs1,97.0,-0.5,nt,nt,nt,94.9,nt,3.0,78.3
N#Cc1ccsc1NC(=O)C1CC(=O)N(Cc2ccccc2)C1 (centres undefined),96.4,-1.2,-14.5,-3.2,2.7,107.4,5.2,0.0,91.6
Cc1c(C(=O)O)sc2[nH]c(=O)n(Cc3ccccc3)c(=O)c12,100.0,-5.9,1.0,6.2,-0.4,82.5,-7.8,0.0,82.1
CCSc1nc(N)c2c3c(sc2n1)CCC3,91.0,-22.6,8.1,4.7,0.6,84.0,-6.6,3.0,109.6

# Remaining list, next part.
SMILES,CIT2 TOR yeast,VLA-4 inh,MCL1 BIM primary,Bcl-xL primary,MEX-5 binding,AGP1-GFP MLPCN,GLD-1 TGE inh,GRK2 aptamer HTS,Yeast superoxide
Cc1cc(OCC(=O)Nc2cnn(CCCC(=O)O)c2)ccc1[N+](=O)[O-],91.0,5.0,-2.3,-5.6,-1.4,101.7,-12.6,1.0,105.6
O=[N+]([O-])c1ccc(Cl)c(S(=O)(=O)/N=C(/Nc2cccnc2)c2ccccc2)c1,103.6,8.0,nt,nt,nt,102.9,-3.7,0.0,128.2
O=C(CCc1nc2ccccc2c(=O)[nH]1)OCC(=O)N1CCN(S(=O)(=O)c2ccccc2)CC1,108.1,-4.5,-8.8,-6.6,-1.2,107.1,1.6,2.0,123.7
O=C(CN(c1ccccc1)S(=O)(=O)c1ccc(F)cc1)NCc1cccs1,101.8,-5.8,5.5,2.9,nt,99.8,3.3,0.0,97.0
CSc1ccccc1NC(=O)Cc1ccccc1[N+](=O)[O-],91.1,6.7,1.8,5.8,-0.1,94.9,0.9,3.0,108.8
Cc1ccccc1C(=O)Nc1cccc(NC(=O)Cn2cnc3c(=O)n(C)c(=O)n(C)c32)c1,96.8,7.7,-3.5,-0.3,1.3,96.3,3.4,5.0,86.2
Cc1cc(C)n(-c2cc(N3CCN(C(=O)c4ccccc4C)CC3)ccc2[N+](=O)[O-])n1,107.0,-18.4,-2.5,0.3,3.0,98.1,-7.9,7.0,92.5
CN(CC(=O)NC1CCCCC1)S(=O)(=O)c1ccc(Br)s1,95.0,10.2,-0.6,0.1,nt,100.2,5.4,0.0,103.4
CC(C)(C)n1nc2c(c1NC(=O)c1ccc([N+](=O)[O-])cc1)CS(=O)(=O)C2,118.1,-1.2,-4.0,-4.2,2.2,108.3,-2.9,0.0,149.6
Cc1ccnc(NC(=O)CCC(=O)N(CC(=O)NC2CCCCC2)CC2CCCO2)c1 (centres undefined),93.4,14.8,4.1,4.0,-0.4,86.3,3.4,0.0,88.4
CCOc1cc(N2CCOCC2)c(OCC)cc1NCC(=O)N1CCN(Cc2ccccc2)CC1,95.5,6.6,-4.5,4.1,-3.8,97.8,0.3,0.0,98.5
CC(=O)c1ccc(NC(=O)CCc2nnc3ccc(N4CCCC4)nn23)cc1,120.8,4.1,-1.1,3.0,-1.9,119.4,3.6,3.0,88.7
O=C(Nc1ccccc1C(=O)N1CCCCCC1)c1ccccc1,112.1,-3.6,4.0,2.5,-0.9,114.7,-1.1,2.0,99.9
COc1cccc(OCC(O)CO)c1 (centres undefined),97.6,12.3,1.0,0.2,1.0,94.4,-2.6,0.0,87.0
C/C(=N\Nc1nc2ccccc2s1)c1ccc2c(c1)OCO2,100.1,0.1,1.4,0.7,1.2,100.3,4.8,1.0,99.7
CCCCn1c(N)c(N(CCOC)C(=O)COC(=O)COc2cc(C)c(Cl)cc2C(C)C)c(=O)[nH]c1=O,93.5,7.7,-25.2,-14.7,-0.1,112.0,2.1,1.0,88.1
NC(=O)c1ccccc1NC(=O)CSC1=NCCS1,106.9,5.1,11.3,6.6,-0.8,102.1,6.7,2.0,99.3
Cc1[nH]nc(SCC(=O)NCCc2ccccc2)c1[N+](=O)[O-],107.1,2.8,6.1,8.1,-0.5,98.1,6.7,10.0,99.3
O=C(NCc1ccco1)C(c1ccccc1)N(C(=O)Cc1cccs1)c1ccccc1F (centres undefined),94.4,-4.0,1.6,5.8,0.8,99.8,1.6,0.0,78.5
COc1ccc2c(c1OC)C(=O)N1C2SC[C@H]1C(=O)NCCC(C)C (some centres undefined),102.5,-0.9,-2.0,-0.9,1.0,102.0,-0.8,0.0,107.4
CCN(CC)C(=O)C1CCCN(Cc2cccc(Oc3ccccc3)c2)C1 (centres undefined),99.5,18.1,4.1,5.7,-1.3,102.1,3.7,3.0,93.9
Nn1c(SCc2ccc(Br)cc2)nnc1-c1cccnc1,103.2,-2.1,-1.2,-2.3,-0.2,105.6,5.1,0.0,98.6
O=C(NCc1ccccc1F)C1CCC(=O)N(Cc2ccc(Cl)cc2)C1 (centres undefined),96.6,-4.6,-1.1,1.8,2.4,93.5,4.0,2.0,104.7
CC(C)CNc1nc(N)c([N+](=O)[O-])c(NCc2ccccc2)n1,106.9,5.8,2.6,-1.2,2.6,111.8,-2.5,1.0,112.0
CN1CCc2c(n(CC(O)CNCc3ccccc3)c3ccccc23)C1=O (centres undefined),99.8,-12.6,17.9,5.0,-2.1,99.8,2.4,0.0,132.1
# The list continues.
SMILES,CIT2 TOR yeast,VLA-4 inh,MCL1 BIM primary,Bcl-xL primary,MEX-5 binding,AGP1-GFP MLPCN,GLD-1 TGE inh,GRK2 aptamer HTS,Yeast superoxide
Cc1cc(NC(=O)c2ccc3c(c2)C(=O)N(C)C3=O)no1,105.5,11.8,6.3,2.9,0.5,107.2,-4.5,10.0,103.5
C=CCOC(=O)C1=C(C)NC(=S)NC1c1cccs1 (centres undefined),103.2,19.9,2.0,0.1,0.4,102.5,1.2,5.0,93.7
O=c1c2ccccc2nc2n1C(CSc1ccc(F)cc1)CN2 (centres undefined),114.9,20.1,8.5,4.9,0.9,110.5,9.0,0.0,105.6
CC(C)N(C(=O)Cn1cnc2cc([N+](=O)[O-])ccc2c1=O)C(C)C,86.5,11.8,5.8,0.2,-1.6,87.0,-1.9,2.0,106.8
N#Cc1c(N)n(-c2ccccc2N)c2nc3ccccc3nc12,95.0,16.1,-2.6,-2.7,-0.6,108.8,5.1,2.0,112.7
CN(C(=O)COC(=O)C1CCN(S(=O)(=O)c2c(Cl)cccc2Cl)CC1)c1ccccc1,83.4,-16.6,2.5,1.3,-2.3,94.6,9.4,1.0,118.8
Cc1ccccc1C(=O)N1CCC(C(=O)N2CCN(c3ncccn3)CC2)CC1,114.1,-6.6,-2.1,0.8,nt,111.7,8.4,6.0,83.3
Nc1ccccc1C#Cc1cnccn1,90.7,17.1,1.6,1.4,2.1,89.4,-0.3,4.0,101.6
CCN(CC(=O)Nc1c(F)cccc1F)C(=O)C1=COCCO1,96.5,-1.9,-5.9,-1.4,-1.7,106.5,1.5,0.0,95.2
COc1ccc(-c2ccc(S(=O)(=O)N3CCOCC3)cc2)cc1,93.1,0.8,1.8,5.5,-0.7,101.4,-1.1,0.0,87.8
COc1ccc(Cl)cc1NC(=O)NCC1CCN(Cc2cc(C)ccc2C)CC1,94.1,6.4,6.6,2.0,2.8,92.5,-9.5,0.0,104.4
